CHOP inh: blocks CHOP induction under ER stress; AID 2732; hit rate 3.8% among 220,000; CHO-K1 CHOP-promoter luciferase, tunicamycin-induced, 15-18 h; inhibition, % at 10 µM;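 active means compounds that reduced the stress-induced luciferase reporter signal by more than about 70% of percent inhibition, limit read from the data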;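 further: 0% = tunicamycin plus vehicle and 100% = wells without tunicamycin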
L929 necroptosis: blocks zVAD induced death of L929 cells. L929 zVAD necroptosis rescue, ATP luminescence, 24 h; with zVAD 60 µM. viability rescue, % at 10 µM. hit rate 0.38% among 220,000. AID 1377;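 active means activation, scaled between plate controls, above about 75%, limit read from the data; inactive means activation under that limit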;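 further: 0% = zVAD with DMSO and 100% = DMSO alone without zVAD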
Tb hexokinase: T. brucei hexokinase 1 inhibition. inhibition, % at 10 µM. hit rate 0.11% among 220,000. recombinant TbHK1, G6PDH-coupled NADH A340;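 active means inhibition of 50% or more in the single-dose primary screen; inactive means inhibition below 50%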
PPC-1+TRAIL kill: kills PPC-1 cancer cells in the presence of TRAIL. PPC-1 cells + TRAIL, ATPLite viability luminescence. cell killing (% activity), % at 4 µM. hit rate 0.41% among 220,000. AID 1443;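 active means cell killing above 50% in the first pass at 4 µM, then a duplicate retest at 5 µM averaging 50% or more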;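 further: plate controls were cells with TRAIL plus DMSO for no effect and medium-only wells lacking cells for full effect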
PGE2 EP2 inh: inhibitors of human EP2 prostaglandin E2 receptor. hit rate 0.52% among 260,000. AID 1422. P43116. inhibition, % at 25 µM. C6 glioma cells expressing human EP2, cAMP TR-FRET; cells stimulated with saturating PGE2;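 active means percent inhibition above 40 after rounding to a whole number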;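 further: rat C6 glioma host cells with rolipram phosphodiesterase inhibitor present; the protocol text gives 20 µM as final concentration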
Target sequence (P43116 whole entry, looked up): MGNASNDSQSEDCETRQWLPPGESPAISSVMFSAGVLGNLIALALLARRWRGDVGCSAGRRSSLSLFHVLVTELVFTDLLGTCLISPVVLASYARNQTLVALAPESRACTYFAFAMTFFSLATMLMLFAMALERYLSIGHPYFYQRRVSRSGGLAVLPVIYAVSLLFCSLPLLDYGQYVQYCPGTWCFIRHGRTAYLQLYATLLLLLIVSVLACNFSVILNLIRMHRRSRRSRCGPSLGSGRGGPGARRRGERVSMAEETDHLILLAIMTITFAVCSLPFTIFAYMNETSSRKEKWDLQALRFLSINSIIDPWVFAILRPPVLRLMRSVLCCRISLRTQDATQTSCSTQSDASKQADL
TNF death inh: TNF-alpha cell death inhibition in Jurkat FADD-/- cells; Jurkat FADD-/- TNF necroptosis rescue, ATP luminescence, 24 h; 0 = TNF only, 100 = no-TNF cells; activation (protection from cell death), % at 10 µM; hit rate 0.068% among 220,000; AID 463075;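 active means activation, meaning protection from cell death, of at least 50% relative to plate controls; inactive means activation below 50%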;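 further: necroptosis triggered by 40 ng/mL TNF-alpha added together with compound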
FXIa inh: blocks human coagulation factor XIa protease activity; P03951; purified FXIa, Boc-Glu-Ala-Arg-AMC fluorogenic substrate; inhibition, % at 5 µM; hit rate 0.14% among 220,000; AID 798;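 active means inhibition of at least 40%; inactive means inhibition below 40%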;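 further: fluorescence of freed AMC excited at 355 nm; 0% = enzyme without compound and 100% = no enzyme blank; many of its hits are not listed in these tables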
Target sequence (P03951 19-387 limits assumed): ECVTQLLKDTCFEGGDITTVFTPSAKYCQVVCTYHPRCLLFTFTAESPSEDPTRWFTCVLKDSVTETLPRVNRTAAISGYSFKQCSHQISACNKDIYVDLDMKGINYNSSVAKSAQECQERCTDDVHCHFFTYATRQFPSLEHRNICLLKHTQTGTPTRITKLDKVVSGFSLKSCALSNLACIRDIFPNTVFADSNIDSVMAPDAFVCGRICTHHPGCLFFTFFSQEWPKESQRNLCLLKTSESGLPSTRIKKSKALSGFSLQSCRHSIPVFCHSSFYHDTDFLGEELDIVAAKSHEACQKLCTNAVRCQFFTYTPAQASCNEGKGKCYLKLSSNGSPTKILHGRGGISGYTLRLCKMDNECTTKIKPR
Target sequence (P03951 388-625 limits assumed): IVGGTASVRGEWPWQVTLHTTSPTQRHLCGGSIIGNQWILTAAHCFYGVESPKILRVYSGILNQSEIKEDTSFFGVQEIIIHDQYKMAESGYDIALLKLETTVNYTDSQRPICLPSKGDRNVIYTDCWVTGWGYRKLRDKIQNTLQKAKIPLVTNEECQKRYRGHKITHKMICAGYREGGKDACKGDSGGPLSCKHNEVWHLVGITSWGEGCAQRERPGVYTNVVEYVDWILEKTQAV
Wee1 stabilizer: human Wee1 degradation inhibition, primary screen; P30291; HeLa Luc-Wee1K328M stability, luciferase luminescence; 100% = proteasome inhibitor MG132 effect; reporter increase, % at 5 µM; hit rate 1.2% among 220,000;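 active means activation above the mean of all tested compounds plus 3 SD, set per screening run, cut at about 8.8% in these data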;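 further: cells exposed to compound for 20 h before luminescence read; 0% = DMSO alone and 100% = MG132 at 30 µM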
FXIIa inh: factor XIIa (human) inhibition; purified FXIIa, Boc-QGR-AMC fluorogenic substrate, 2 h; inhibition, % at 5 µM; AID 800; P00748; hit rate 0.3% among 220,000; in the data active means inhibition above about 40%;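 further: 0% = enzyme with no compound and 100% = blank without enzyme; many of its hits are not listed in these tables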
* = called active by the depositor; . = no result given; & = joins results of further samples. An excerpt; count on the stated rates, not on these rows.

SMILES	CHOP inh	L929 necroptosis	Tb hexokinase	PPC-1+TRAIL kill	PGE2 EP2 inh	TNF death inh	FXIa inh	Wee1 stabilizer	FXIIa inh
Cc1oc(-c2cccs2)nc1CN1CCC(c2ccccc2)CC1	11.8	-0.6	-1.0	-7.2	5.0	2.7	-3.0	1.1	3.8
OCCCn1c(-c2ccccc2)csc1=Nc1ccccc1	24.4	1.0	-8.0	5.2	4.7	-1.3	-2.2	-0.3	7.4
CCCCCc1nc2sc3c(c2c(=O)n1N)CCC3	3.7	0.2	4.0	10.2	9.1	3.4	2.5	0.9	6.6
S=C1SCN(Cc2ccccn2)CN1Cc1ccco1	-83.7	-0.6	-1.2	8.9	3.8	-13.8	-0.1	1.2	11.4
CCCN(CCO)CCCc1ccccc1	43.4	-0.9	-12.0	1.9	10.7	-0.1	-6.4	-1.6	-15.7
CC(/C=C/c1ccc2c(c1)OCO2)=N\NC(=O)COc1ccccc1C	-4.3	-0.5	-4.6	6.7	2.7	-3.1	5.9	0.4	10.9
CCO[C@@H]1OC(C(=O)Nc2ccccc2)=C[C@H](C2CC2)[C@H]1CCCO	8.5	0.8	-5.6	23.5	8.6	1.9	-2.0	-3.3	7.2
CCCCn1c(-c2ccccc2)cnc1SCC(=O)NCCc1ccc(OC)c(OC)c1	-7.7	-0.1	3.6	17.6	.	-4.4	-12.2	-0.6	-2.8
CC1CC1C(=O)Nc1ccc(-c2ccccc2)cc1 (stereo not given)	9.2	7.3	35.8	10.6	4.2	2.1	0.0	-2.7	9.7
CCN1CCN(Cc2c(O)ccc3c(=O)c(-c4ccccc4OC)coc23)CC1	-2.9	0.9	-29.1	0.2	16.7	-0.1	-5.1	-0.5	9.6
Cc1oc2c(CN(C)C)c(O)ccc2c(=O)c1-c1cscn1	9.5	0.1	-20.5	-4.0	19.8	-0.1	0.0	0.1	5.0
CC(=O)c1nnn(-c2cccc(C#N)c2)c1C	2.9	-0.1	-8.0	-6.5	9.3	1.2	-0.2	1.9	5.2
CCN(CC)c1ccc(NC(=O)C2CCCN(S(=O)(=O)c3cccnc3)C2)c(C)c1 (stereo not given)	5.1	1.1	-6.0	-3.1	3.5	-0.1	-0.9	-0.1	7.8
COc1cccc(NC(=O)Nc2ccc3c(c2)N(C)C(=O)CS3)c1	18.6	41.8	-2.2	26.9	42.3*	-4.6	4.6	1.8	11.8
S=c1[nH]nc(-c2ccccn2)n1/N=C/c1ccco1	1.3	-0.8	-15.6	9.1	5.8	1.8	-7.7	-2.5	13.5
CCCCCC1CC(=O)N(Cc2ccc(Cl)cc2)C(=O)N1 (stereo not given)	40.0	0.4	1.0	6.9	3.1	-2.4	2.7	-3.4	18.2
Cc1nc2ncccn2c1-c1csc(Nc2ccc(N(C)C)cc2)n1	-83.9	-1.0	-10.5	19.8	6.3	-9.8	-0.6	-2.7	5.0
Cc1ccccc1C(=O)N1CCN(c2ccc([N+](=O)[O-])c(N3CCOCC3)c2)CC1	-8.9	-0.5	-5.2	-0.4	7.5	-4.9	9.4	-2.7	16.9
Cc1ccc(Cl)cc1N1CCN(C(=O)c2ccc(CN3CCOCC3)cc2)CC1	13.8	-0.2	-12.6	28.1	4.5	-5.8	2.5	-0.6	-0.2
CCOC(=O)Cc1cc(=O)[nH]c(/N=C(/NC(=O)c2ccccc2)Nc2ccccc2C(F)(F)F)n1	-11.2	0.3	-15.8	0.6	6.1	1.1	6.9	1.0	7.0
CC(C)CN1C(=O)C(NC(=O)C2CC2)(C(F)(F)F)C2=C1CC(C)(C)CC2=O (stereo not given)	26.4	0.4	18.7	7.9	8.3	1.4	-3.2	1.3	-2.0
Cc1sc2nc(COC(=O)c3ccc(Cl)c(N)c3)[nH]c(=O)c2c1C	23.5	1.6	-13.6	-4.4	7.4	7.5	0.4	7.5	5.9
Cc1ccc(S(=O)(=O)NNC(=O)c2cc(C)cs2)cc1	10.9	-0.2	8.3	0.5	3.5	1.5	3.6	-0.3	1.4
COc1ccc(CCNC(=O)c2ccc3c(c2)SC2=NS(=O)(=O)CCN23)cc1	2.9	-0.5	-2.4	23.8	3.6	-0.1	0.6	-1.1	7.8
O=C(N/N=C/c1ccc(F)cc1)c1c(O)c2ccccc2[nH]c1=O	100.6*	1.1	-22.3	11.5	5.5	-4.1	20.0	3.2	7.4
Cc1ccc(CSCC(=O)NCCc2ccccc2)cc1	4.9	0.3	4.8	-3.0	4.6	2.3	-0.4	2.2	12.3
Cc1nn(C)c(C)c1CN(Cc1nc(-c2ccc(F)cc2F)oc1C)C1CC1	1.6	0.3	-4.6	-6.0	14.2	-0.5	-3.4	-2.1	8.5
O=C(O)CNC(=O)CCN1C(=O)c2ccccc2C1=O	-16.2	0.9	-6.4	-9.5	6.9	0.8	-8.2	-0.5	1.8
CCc1ccc(N(CC(=O)Nc2nc3ccc(C)cc3s2)S(=O)(=O)c2c(C)noc2C)cc1	82.6*	0.9	-10.3	-2.1	13.1	2.2	-7.5	-0.8	-0.9
O=C(Nc1ccc2c(c1)OCO2)N1CCOCC1	1.3	-0.2	2.7	23.9	6.6	-1.3	-10.2	1.6	-1.9
S=c1[nH]nc(CSc2nc3ccccc3s2)n1C1CCCCC1	87.4*	0.0	0.8	15.5	11.3	-1.4	6.6	-2.2	11.6
CCOC(=O)c1nnn(-c2nonc2-n2cccc2)c1C	-6.9	-0.4	-0.7	26.8	11.6	-0.9	6.0	0.1	10.9
O=S(=O)(N/N=C/c1c(F)cccc1Cl)c1ccccc1	28.0	0.5	-1.0	26.0	6.2	-6.0	-3.8	-1.2	14.6
O=[N+]([O-])c1ccccc1-c1ccc(C(=S)N2CCN(c3ccccc3)CC2)o1	22.1	-0.6	-21.9	-7.8	4.7	2.1	0.1	-1.5	0.3
CN(C[C@H](Cc1ccccc1)N(CCN(CCc1ccccc1)N=O)N=O)N=O	0.5	-1.4	-3.1	1.5	10.7	2.3	0.5	-0.8	7.3
CC1CCCN(c2ccc(C(=O)OCn3nnc4ccccc4c3=O)cc2[N+](=O)[O-])C1 (stereo not given)	1.2	-0.1	1.0	11.1	7.3	1.1	5.2	-2.1	11.7
CCC(=O)Nc1ccnc(-c2cccnc2)n1	-13.5	-0.3	-0.4	-10.3	10.6	-2.8	7.4	-1.8	3.9
COc1cccc(=O)c2c(C)n(-c3ccc(C(=O)O)cc3)c(C)c12	10.8	-0.4	-12.7	12.4	19.4&2.7	0.2	-0.9	-1.2	1.9
CC1=C(n2nnc([N+](=O)[O-])n2)C(c2cccnc2)C(C#N)=C(N)O1 (stereo not given)	-7.5	-0.8	-7.1	0.2	7.7	-1.6	-4.2	-0.2	-1.6
COc1ccccc1C(=O)NCc1ccc2c(c1)OCO2	0.1	2.6	-0.5	0.7	9.3	2.9	-5.9	-1.9	0.9

Gathered by group: those above with a Cl atom
SMILES	CHOP inh	L929 necroptosis	Tb hexokinase	PPC-1+TRAIL kill	PGE2 EP2 inh	TNF death inh	FXIa inh	Wee1 stabilizer	FXIIa inh
CCCCCC1CC(=O)N(Cc2ccc(Cl)cc2)C(=O)N1 (stereo not given)	40.0	0.4	1.0	6.9	3.1	-2.4	2.7	-3.4	18.2
Cc1ccc(Cl)cc1N1CCN(C(=O)c2ccc(CN3CCOCC3)cc2)CC1	13.8	-0.2	-12.6	28.1	4.5	-5.8	2.5	-0.6	-0.2
Cc1sc2nc(COC(=O)c3ccc(Cl)c(N)c3)[nH]c(=O)c2c1C	23.5	1.6	-13.6	-4.4	7.4	7.5	0.4	7.5	5.9
O=S(=O)(N/N=C/c1c(F)cccc1Cl)c1ccccc1	28.0	0.5	-1.0	26.0	6.2	-6.0	-3.8	-1.2	14.6

More structures follow.
SMILES	CHOP inh	L929 necroptosis	Tb hexokinase	PPC-1+TRAIL kill	PGE2 EP2 inh	TNF death inh	FXIa inh	Wee1 stabilizer	FXIIa inh
O=C1CCC([N+](=O)[O-])C(c2cccc(Br)c2)N1 (stereo not given)	-0.5	0.9	31.9	23.9	6.3	1.3	2.6	1.7	7.8
COc1ccc2c(COC(=O)c3n[nH]c4ccccc34)cc(=O)oc2c1	66.1	0.3	-33.4	1.4	10.2	-5.7	1.1	6.9	10.7
COc1ccc(C2/C=C\CN(C(=O)NC34CC5CC(CC(C5)C3)C4)CC(=O)N2Cc2ccc(F)cc2)cc1 (stereo not given)	38.1	0.0	-13.4	10.4	17.2	1.7	0.1	.	6.2
O=C(Cn1c(=O)n(-c2ccccc2)c(=O)c2sccc21)NCc1ccccc1	53.0	1.5	-6.9	-5.2	8.7	0.2	-1.1	-2.2	7.3
O=C(NCc1ccco1)c1ccc(Br)c(S(=O)(=O)N2CCCCC2)c1	12.0	1.1	-3.4	-17.8	10.4	0.2	-4.8	1.2	11.4
CC1CCc2nn(CC(=O)NC3CCCC(C)C3C)cc2C1 (stereo not given)	53.5	0.4	4.5	11.2	6.6	2.9	-3.4	-0.2	4.6
COc1c(F)c(F)c(C(=O)O)c(Nc2ccccc2C)c1F	2.6	0.5	0.3	-7.4	.	-2.8	-0.7	-0.4	-3.0
Cc1ccc(C(=O)N/C(=C/c2cccnc2)C(=O)NCc2ccco2)cc1	16.8	0.6	0.8	-17.9	11.2&1.9	1.1	5.8	1.9	12.2
COc1ccc(C2c3ccc4ccccc4c3Oc3ncn(CCCO)c(=N)c32)cc1OC (stereo not given)	3.2	2.9	-7.3	7.0	9.3	-17.4	-3.2	-1.9	3.5
CCOc1cc(CNCc2cccnc2)ccc1OCC(=O)NC(C)(C)C	15.4	0.3	2.3	6.4	11.1	0.8	-5.3	5.2	8.3
O=C(c1ccccc1)N1N=C(c2ccccc2)CC1c1ccc2nccnc2c1 (stereo not given)	15.5	-0.7	-1.1	26.1	3.4	-2.4	5.0	1.3	9.8
CCC(=O)Nc1ccc(C(=O)Nc2ccc(OC)cc2[N+](=O)[O-])cc1	22.1	1.4	1.9	13.5	6.6	1.5	2.8	0.4	12.2
Cc1ccccc1OCCCC(=O)Nc1ccc(N2CCOCC2)cc1	23.6	2.1	6.9	-5.0	2.1	0.2	-1.8	-3.4	4.5
CCOc1ccc(NC(=O)CC2C(=O)Nc3ccccc3N2C(=O)c2ccccc2)cc1 (stereo not given)	1.8	1.4	-5.6	-10.7	16.1	0.7	-4.8	7.2	-1.5
CSc1nnc(N(CCC#N)CCC#N)s1	-8.4	2.9	3.8	-18.9	34.8	-0.1	1.4	0.5	9.2
COc1ccc([N+](=O)[O-])cc1NC(=O)c1ccc(CN(c2ccccc2)S(C)(=O)=O)cc1	-8.7	0.4	-0.4	14.8	7.5	2.4	-4.6	1.2	-0.6
O=C(NCCc1cccc(F)c1)[C@@H]1CSC2c3ccccc3C(=O)N21 (stereo not given in full)	10.2	-0.2	-3.9	-8.0	9.6	-0.9	3.6	-2.4	-1.8
CCOC(=O)N=S(N)(=O)c1ccc(Cl)cc1 (stereo not given)	11.0	0.0	-4.7	17.5	7.8	-1.3	22.0	-1.1	26.5
CS(=O)(=O)c1ccc(C(=O)Nc2ccc(N3CCCC3)cc2)c(Cl)c1	17.8	10.4	-6.1	10.0	5.2	0.6	-2.7	6.6	1.8
Cn1cccc1Cc1nnc(SCC(=O)N2CCCCCC2)n1-c1ccc(F)cc1	-4.1	0.2	-10.8	-28.8	6.0	-0.6	-4.2	1.7	2.9
CC(C)(C)c1ccc(C(=O)Nc2ncn[nH]2)cc1	-5.9	74.3	-5.5	33.4	4.4	0.8	-2.2	5.0	7.4
O=C(Nc1ccsn1)c1ccc(Cl)cc1Cl	-38.8	-0.2	0.0	22.3	6.7	1.2	0.6	2.2	5.1
Cc1ccc(NC(=O)c2ccc(OC(=O)C(C)Oc3ccc(Cl)cc3C)cc2)cc1 (stereo not given)	-27.2	0.3	10.1	34.7	5.9	-0.3	6.6	6.5	3.4
